G9a inh: blocks human histone lysine methyltransferase G9a; Q96KQ7; G9a H3K9 monomethylation, AlphaScreen, 2 h; Potency, µM (doses to about 102 µM), without a hit: at the highest dose activity, negative = inhibition, actives largely listed as inhibitors; 350,000 tested, 8.8% active; AID 504332; also: % is scaled to controls: 0 for no effect and ±100 for the full control effect; nearly all actives have a fitted effect of over 75% in size
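Readings reflect AlphaScreen signal from monomethyl-H3K9 antibody detection. HMT at 20 nM; substrate b-H3K9 500 nM; cofactor SAM 20 uM; 2 h RT reaction; compounds tested as titrations in qHTS with 15 min preincubation.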
APE1 inh: inhibitors of human APE1 endonuclease; AID 2517; Potency, µM (top dose mostly 65.8 µM), inactives show top-dose activity change, negative = inhibition, most hits filed as inhibitors; P27695; 350,000 tested, 0.35% active; recombinant APE1, TAMRA/BHQ-2 abasic DNA cleavage fluorescence;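 also: plate controls were vehicle for no effect and reference inhibitor for full effect; nearly all actives have a fitted effect of over 55% in size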
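Kinetic fluorescence read (525 ex/598 em nm, three reads 60 s apart) of AP-site incision; signal = third minus first read. Enzyme 0.75 nM, dual-labelled THF duplex 50 nM, compound preincubation 15 min RT.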
BAZ2B inh: blocks human BAZ2B | Potency, µM (series often up to 114 µM), for the others: at the top dose activity change, negative = inhibition, most hits filed as inhibitors | AID 504333 | AlphaScreen BAZ2B-H3K14Ac peptide displacement | Q9UIF8 | 360,000 tested, 4.4% active; also: % is scaled to controls: 0 for no effect and ±100 for the full control effect; nearly all actives have a fitted effect of over 60% in size
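AlphaScreen luminescence quantifies BAZ2B engagement of H3K14Ac peptide; the protein and biotinylated peptide are both at 50 nM final, buffer PBS pH 7.4 with 0.01% Tween-20, all steps at room temperature.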
Pol iota inh: DNA polymerase iota (human) inhibition; Q9UNA4; Pol iota fluorescent replication assay, 10 min; Potency, µM (titrated, usually from 115 µM), without a hit: at the highest dose activity, negative = inhibition, actives largely listed as inhibitors; 390,000 tested, 1% active; AID 588590
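Pol iota at 10 nM preincubated 15 min with compounds at room temperature; reaction started with fluorescent substrate, 50 nM final. Fluorescence read kinetically at 0 and 10 min; buffer-only wells as negative control.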
Pol beta inh: inhibitors of human DNA polymerase beta | 340,000 tested, 1.3% active | P06746 | Pol beta primer extension/strand displacement, fluorescence kinetic | AID 485314 | Potency, µM (series often up to 114 µM), without a hit: at the top dose activity change, negative = inhibition, hits mostly inhibitors; also: % is scaled to controls: 0 for no effect and ±100 for the full control effect
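Pol beta (10 nM) and compounds were preincubated 15 min at room temperature, then 50 nM substrate (final) started primer extension/strand displacement. Reads were taken at 0 and 10 min; concentration-response data were fitted to a four-parameter Hill equation.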
POLH inh: DNA polymerase eta (human) inhibition. AID 588591. Q9Y253. Potency, µM (doses to about 114 µM), for the others: at the top dose activity change, negative = inhibition, most hits filed as inhibitors. 390,000 tested, 1.2% active. recombinant Pol eta, fluorescent DNA replication assay; also: % is scaled to controls: 0 for no effect and ±100 for the full control effect
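Pol eta (10 nM) was preincubated with compounds for 15 min at room temperature, after which fluorescent replication substrate (50 nM final) was added to start the reaction. Fluorescence was read kinetically at 0 and 10 min.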
Anesthetic bind: candidate novel general anesthetic via apoferritin binding; P02791; AID 485281; Potency, µM (titrated, usually from 77.5 µM), for the others: top-dose activity change, negative = displacement, most hits filed as inhibitors; 350,000 tested, 0.074% active; apoferritin/1-aminoanthracene competitive binding, fluorescence; also: % is scaled to controls: 0 for no effect and ±100 for the full control effect; nearly all actives have a fitted effect of over 20% in size
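Horse-spleen apoferritin (10 uM) in 50% saturated 1-aminoanthracene in PBS was incubated 10 min at room temperature with compound. Fluorescence (ex 380, em 535 nm) was normalized to free and bound 1-AMA, with concentration-response fitted by a four-parameter Hill equation.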
BLM inh: inhibitors of human Bloom syndrome helicase BLM | P54132 | recombinant BLM DNA unwinding, fluorescence dequenching | 350,000 tested, 0.2% active | Potency, µM (series often up to 56.1 µM), for the others: at the top dose activity change, negative = inhibition, usual class: inhibitors;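 also: plate controls were vehicle for no effect and no enzyme for full effect; nearly all actives have a fitted effect of over 35% in size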
Pol kappa inh: inhibitors of human DNA polymerase kappa; Q9UBT6; purified Pol kappa, fluorescent DNA synthesis assay, 10 min; Potency, µM (doses to about 107 µM), inactives show top-dose activity, negative = inhibition, hits mostly inhibitors; 400,000 tested, 0.53% active; also: % is scaled to controls: 0 for no effect and ±100 for the full control effect
Target sequence (Q9UBT6 whole entry, looked up): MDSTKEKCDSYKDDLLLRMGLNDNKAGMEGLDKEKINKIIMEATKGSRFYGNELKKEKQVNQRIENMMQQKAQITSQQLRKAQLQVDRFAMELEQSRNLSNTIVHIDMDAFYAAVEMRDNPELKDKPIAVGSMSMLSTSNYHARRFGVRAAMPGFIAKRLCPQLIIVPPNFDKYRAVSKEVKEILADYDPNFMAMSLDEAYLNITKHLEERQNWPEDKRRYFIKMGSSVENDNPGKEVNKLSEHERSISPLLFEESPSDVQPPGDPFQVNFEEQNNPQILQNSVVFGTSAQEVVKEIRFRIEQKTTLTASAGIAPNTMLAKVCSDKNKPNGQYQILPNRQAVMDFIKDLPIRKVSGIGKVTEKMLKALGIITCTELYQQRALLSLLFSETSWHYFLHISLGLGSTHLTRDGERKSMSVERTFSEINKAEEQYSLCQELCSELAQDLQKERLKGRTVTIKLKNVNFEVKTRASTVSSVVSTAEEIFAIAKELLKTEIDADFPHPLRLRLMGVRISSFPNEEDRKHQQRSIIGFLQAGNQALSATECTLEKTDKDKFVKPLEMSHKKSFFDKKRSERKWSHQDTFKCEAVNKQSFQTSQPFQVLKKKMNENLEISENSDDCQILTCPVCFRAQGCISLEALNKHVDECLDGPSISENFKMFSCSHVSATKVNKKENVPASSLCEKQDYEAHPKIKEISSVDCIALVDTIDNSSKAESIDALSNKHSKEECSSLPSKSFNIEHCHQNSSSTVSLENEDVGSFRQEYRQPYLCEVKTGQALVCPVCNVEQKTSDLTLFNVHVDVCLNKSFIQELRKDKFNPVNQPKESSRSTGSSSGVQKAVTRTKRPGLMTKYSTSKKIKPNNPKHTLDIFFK
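Here, compound and 10 nM enzyme are combined for 15 min at room temperature; adding 50 nM substrate (final) starts DNA synthesis, tracked by fluorescence at 0 and 10 min against buffer-only wells.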
Starred values were filed as active, the others as inactive; ? = inconclusive; / = not tested or not shown; & = joins results of further samples; [ ] = dose if it differs, or a comment. Calls follow the shape of the dose curve; as a rule, active = well fitted curve in the direction sought with a large enough effect; inconclusive = small, poorly fitted or top-dose-only effect, or another doubt; inactive = no such curve, though single readings can be large; an effect the other way counts as inactive or inconclusive. Potency is read from the fitted curve at half-maximal effect. Some of the compounds tested; rates above refer to the full screens.

Sequence of screens: BLM inh | BAZ2B inh | G9a inh | Anesthetic bind | POLH inh | Pol beta inh | Pol kappa inh | APE1 inh | Pol iota inh
(1) CCN(CC)C(=O)CSc1nc2cc3c(cc2c(=O)n1CCCC(=O)NCCc1ccc(OC)c(OC)c1)OCO3
  1% | 1% | -8% | -14% | -6% | -18% | -4% | -8% | 111%[activator]
(2) Cc1ccc2cc3c(NC(=O)c4ccco4)nn(CC(C)C)c3nc2c1
  -4% | 4% | 0% | -5% | -15% | 0% | -17% | -12% | 11%
(3) Cc1ccc(-n2ncc3c(NCCCc4ccccc4)ncnc32)cc1C
  -1% | 7% | -2%[59 µM] | -8% | -23% | -1% | -14%[60.1 µM] | / | 10%
(4) CCOc1ccc(Cn2nnc3c(=O)[nH]c(C4CCN(C(=O)c5ccccc5)CC4)nc32)cc1
  0% | -22% | ? | -3% | -11% | 17% | -4% | / | -8%
(5) O=C(CNC(=O)/C=C/c1ccccc1)N=Nc1c(O)n(Cc2ccccc2)c2ccccc12
  -2% | -16% | 3% | -9% | / | -9% | / | 6% | /
(6) Cc1ccc(Cl)c(OCC(=O)Nc2ccc3c(c2)OCCO3)c1
  0% | 11% | 0%[59 µM] | 3% | -13% | -16% | -5% | 12% | 4%[58.9 µM]
(7) O=C(CN1C(=O)NC2(CCCC2)C1=O)NCc1cccc(Cl)c1
  / | / | / | / | 0% | / | 2% | 24% | 26%
(8) CC(C)n1c(O)c(N=NC(=O)C2COc3ccccc3O2)c2ccccc21 (configuration not stated)
  -3% | ? | 35µM* | -19% | -21% | 1% | -12% | 6% | 67%[activator]
(9) Cc1c(C)[n+](=O)c2c(n1[O-])CCCCC2
  0% | -3% | 10%[59 µM] | 3% | 7% | 11% | 3% | 19% | 12%
(10) COc1ccccc1-n1cnc2cc(NC(C)=O)ccc21
  -3% | -4% | -7%[12.7 µM] | -8% | 3% | 0% | 2% | 3% | 0%
(11) COc1cc(NC(=O)Nc2nnc(N3CCCCCC3)s2)cc(OC)c1
  -1% | -2% | ? | -13% | -21% | 5% | 1% | / | 33%[activator]
(12) COc1ccc(CCNC(=O)CN2C(=O)COc3ccc(S(=O)(=O)N4CCCCCC4)cc32)cc1OC
  1% | ? | 1%[59 µM] | 34% | -9% | 0% | -4% | / | 10%
(13) Cc1ccc(-n2c(C)nnc2SC(C)C(=O)N2CCCC2)cc1 (configuration not stated)
  -3% | -10% | -3% | -2% | -20% | 0% | 10% | 11% | 59%[activator]
(14) COc1ccccc1CNC(=O)COC(=O)c1cc2ccccc2o1
  / | / | / | / | -15% | / | -10% | -13% | -6%
(15) CC(C)CC(NC(=O)C(NC(=O)C1CCC(=O)N1C(=O)OCc1ccccc1)C(C)C)C(=O)N1CCCC1C(N)=O (configuration not stated)
  1% | 11% | 19% | -8% | -15% | 38% | 7% | -9% | 108%[activator]
(16) COc1cc(NC(=O)CCc2nnc3ccc(N4CCN(C)CC4)nn23)cc(OC)c1
  5% | ? | 2% | -1% | 6% | 71% | 9% | 23% | 11%
(17) COc1ccc(C(=O)C[n+]2cccc(C(N)=O)c2)cc1
  2% | 3% | ? | 4% | 2% | 1% | 2% | -3% | ?
(18) Clc1ccc(Nc2nc3ccccc3n3nnnc23)cc1
  1% | -1% | -2% | -8% | -11% | 10% | -6% | 2% | 12%
(19) COc1cc(S(=O)(=O)n2cnc(C)c2)ccc1Cl
  0% | -10% | / | -8% | 0% | 31% | -3% | 7% | 86%[activator]
(20) O=C(Nc1cc(Cl)ccc1Oc1ccccc1)c1ccccc1F
  5% | 62%[activator] | 56%[activator][59 µM] | -17% | -20% | 2% | -1% | 28% | -18%
(21) COc1cccc2c1OC1(CCN(C(C)C)CC1)N1N=C(c3cccnc3)CC21 (configuration not stated)
  -3% | -4% | -9%[59 µM] | -2% | -6% | -7% | -9% | -3% | -3%
(22) Cc1nc2c(C(=O)NCc3ccccc3)cnn2c(C)c1Cc1ccc(F)cc1
  -4% | 14% | -2%[59 µM] | -15% | -19% | -18% | -11%[60.1 µM] | / | -16%
(23) COc1ccc(NC2C=CS(=O)(=O)C2)cc1 (configuration not stated)
  -1% | -3% | 6%[59 µM] | -1% | -15% | 1% | -7% | 0% | 16%
(24) CC(=O)N/C(=C\c1ccc(F)cc1)C(=O)OCc1ccccc1
  -1% | 6% | 17% | -4% | -5% | 18% | -6% | 4% | 47%[activator]
(25) Cc1ccc(S(=O)(=O)NCc2ccc(C(=O)NC3CCC(O)CC3)cc2)cc1C (configuration not stated)
  / | 10% | 23%[59 µM] | / | -1% | / | -17% | -4% | -1%
(26) Cc1ccc(OCC(=O)N2CCN(S(=O)(=O)c3ccccc3[N+](=O)[O-])CC2)cc1
  -5% | -27% | -34% | -18% | -5% | 8% | -1% | 1% | -3%
(27) Oc1[nH]c2ccccc2c1/C=N/N1CCCCC1
  -3% | -1% | -42%[59 µM] | -22% | -3% | 8% | -23% | -5% | 31%[activator]
(28) CCCC(=O)Nc1nnc(SCC(=O)Nc2ccc3c(c2)OCCO3)s1
  -7% | -1% | 6% | -6% | -16% | -14% | -5% | -2% | 130%[activator]
(29) Cc1ccccc1NC(=O)C1c2ccccc2Oc2ccccc21
  -5% | -18% | ? | -4% | -5% | 24% | 14% | 14% | 64%[activator]
(30) Cc1cc(NC(=O)CCC(=O)N(CCc2ccccc2)C(C(=O)NC2CCCC2)c2ccco2)no1 (configuration not stated)
  -6% | -2% | 1%[12.7 µM] | -10% | 1% | -21% | -12% | -4% | 1%
(31) CNC(=O)c1[nH]cnc1C(=O)Nc1ccc(F)cc1
  -1% | -10% | 12%[2.33 µM] | -10% | 5% | 64% | -16% | 9% | 24%
(32) CCn1c(=O)c(-c2nc3ccccc3[nH]2)c(O)c2ccccc21
  -4% | -3% | -19% | -6% | -10% | -13% | -11% | 4% | 29%
(33) C/C=C/CSc1nc2c(c(=O)[nH]c(=O)n2C)n1CCC
  -1% | / | -12%[59 µM] | -15% | -1% | 1% | -24% | -6% | 0%
(34) CN(C)S(=O)(=O)N(CC(=O)NCCSCc1ccccc1)c1ccccc1
  -19%&-15% | -16%[57.1 µM] | -30% | -2%&-6% | ? | 35µM* | ? | ? | ?
(35) NS(=O)(=O)c1ccc(CCNC(=O)CCCCCn2c(=S)[nH]c3ccc(Br)cc3c2=O)cc1
  -6% | -11% | 11% | -7% | -9% | 10% | -17% | 2% | ?

Sorted by molar mass (high to low): part of the list above.
Sequence of screens: BLM inh | BAZ2B inh | G9a inh | Anesthetic bind | POLH inh | Pol beta inh | Pol kappa inh | APE1 inh | Pol iota inh
(1) CCN(CC)C(=O)CSc1nc2cc3c(cc2c(=O)n1CCCC(=O)NCCc1ccc(OC)c(OC)c1)OCO3
  1% | 1% | -8% | -14% | -6% | -18% | -4% | -8% | 111%[activator]
(16) COc1cc(NC(=O)CCc2nnc3ccc(N4CCN(C)CC4)nn23)cc(OC)c1
  5% | ? | 2% | -1% | 6% | 71% | 9% | 23% | 11%
(26) Cc1ccc(OCC(=O)N2CCN(S(=O)(=O)c3ccccc3[N+](=O)[O-])CC2)cc1
  -5% | -27% | -34% | -18% | -5% | 8% | -1% | 1% | -3%

Complete entries, quoted from the list:
CNC(=O)c1[nH]cnc1C(=O)Nc1ccc(F)cc1 in the list: BLM inh: -1%; BAZ2B inh: -10%; G9a inh: 12%[2.33 µM]; Anesthetic bind: -10%; POLH inh: 5%; Pol beta inh: 64%; Pol kappa inh: -16%; APE1 inh: 9%; Pol iota inh: 24%
NS(=O)(=O)c1ccc(CCNC(=O)CCCCCn2c(=S)[nH]c3ccc(Br)cc3c2=O)cc1 in the list: BLM inh: -6%; BAZ2B inh: -11%; G9a inh: 11%; Anesthetic bind: -7%; POLH inh: -9%; Pol beta inh: 10%; Pol kappa inh: -17%; APE1 inh: 2%; Pol iota inh: ?
C/C=C/CSc1nc2c(c(=O)[nH]c(=O)n2C)n1CCC in the list: BLM inh: -1%; BAZ2B inh: /; G9a inh: -12%[59 µM]; Anesthetic bind: -15%; POLH inh: -1%; Pol beta inh: 1%; Pol kappa inh: -24%; APE1 inh: -6%; Pol iota inh: 0%
